Screens from PubChem BioAssay.
KCNQ1 inh: human KCNQ1 channel inhibition | CHO-K1 KCNQ1, FluxOR thallium flux fluorescence; active compounds read high | P51787 | AID 2642 | 310,000 compounds, 1.3% hits | B-score at 10 µM;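 active means compounds whose thallium flux B-score, printed positive for inhibition, exceeds three library SD while starting fluorescence stays within three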;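 further: channel opened by potassium depolarization with thallium stimulus after 20 min compound exposure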
RGS4 act: potentiators or activators of RGS4; HEK293 M3R/inducible RGS4, carbachol calcium flux Fluo4; active compounds read low; B-score at 10 µM; 310,000 compounds, 0.92% hits;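 active means B-score of the integrated calcium signal more than 4 SD below the library mean, with starting fluorescence not abnormally high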;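 further: negative B-score means reduced calcium response which marks RGS4 activation or potentiation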
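Assay system: Inducible-RGS4 HEK293 cells carrying M3 receptor | Schedule: Compound preincubation 20 min at room temperature before agonist | Signal: Kinetic calcium fluorescence imaging with Fluo4-AM dye, 2 µM | Read-out basis: B score from integrated fluorescence ratio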
GSK3beta inhib: human GSK3beta kinase inhibition. P49841. AID 2097. activity score (negative = inhibition), % at 10 µM. GST-GSK3beta kinase, ADP-Glo luminescence, 60 min; active compounds read low. 300,000 compounds, 0.038% hits;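 active means more than half of replicate wells score below -50%, meaning over 50% inhibition versus plate controls; inconclusive means some replicates but at most half score below -50%; inactive means no replicate scores below -50%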;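 further: 0% = median DMSO wells and -100% = median GW8510 positive control wells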
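Test system: GST-tagged human GSK3beta kinase, cell-free; evaluation: activity score scaled between in-plate DMSO and GW8510 controls; measured by: ADP-Glo luminescence; incubation: 60 min reaction, RT; benchmarks: DMSO and 20 µM GW8510; reagent: peptide substrate plus 25 µM ATP (final); medium: Tris/MgCl2 kinase buffer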
KCNK3 inh: human KCNK3 channel inhibition, primary screen; CHO-KCNK3 thallium flux, FluxOR fluorescence; active compounds read low; B-score at 10 µM; 340,000 compounds, 0.84% hits; AID 602410;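 active means B-score under library mean minus 4 SD, starting fluorescence ratio at most library mean plus 5 SD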;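 further: more negative B-score means stronger inhibition of thallium flux through KCNK3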
PolyA inh: yeast polyadenylation inhibition. S. cerevisiae SKY197-pL101 polyadenylation reporter, beta-gal luminescence; efflux-impaired pdr1/pdr3 knockout yeast; score 100 = 6 SD above DMSO. calls only at 12 µM. 300,000 compounds, 0.02% hits. AID 1875;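 active means lowest replicate activity score at least 50, where 100 means six control SD above control mean; inconclusive means lowest score under 50 but half or more replicates reach 50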;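 further: yeast exposed to compound for 9 h at 30 °C; higher score means more reporter readthrough which indicates perturbed polyadenylation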
hERG rescue: compounds protecting human hERG from proarrhythmic drug block; 310,000 compounds, 0.51% hits; CHO-hERG, FluxOR thallium flux, dofetilide IC70 present; activation (rescue from dofetilide block), less the hit threshold, % at 10 µM; Q12809;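 active means activation above the mean of controls blocked by dofetilide plus 5 SD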;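 further: thallium influx through hERG after potassium depolarization seen as dye fluorescence rise; in these data hits start at about 4.7%; inactives centre near -7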
Target sequence (Q12809 whole entry, looked up): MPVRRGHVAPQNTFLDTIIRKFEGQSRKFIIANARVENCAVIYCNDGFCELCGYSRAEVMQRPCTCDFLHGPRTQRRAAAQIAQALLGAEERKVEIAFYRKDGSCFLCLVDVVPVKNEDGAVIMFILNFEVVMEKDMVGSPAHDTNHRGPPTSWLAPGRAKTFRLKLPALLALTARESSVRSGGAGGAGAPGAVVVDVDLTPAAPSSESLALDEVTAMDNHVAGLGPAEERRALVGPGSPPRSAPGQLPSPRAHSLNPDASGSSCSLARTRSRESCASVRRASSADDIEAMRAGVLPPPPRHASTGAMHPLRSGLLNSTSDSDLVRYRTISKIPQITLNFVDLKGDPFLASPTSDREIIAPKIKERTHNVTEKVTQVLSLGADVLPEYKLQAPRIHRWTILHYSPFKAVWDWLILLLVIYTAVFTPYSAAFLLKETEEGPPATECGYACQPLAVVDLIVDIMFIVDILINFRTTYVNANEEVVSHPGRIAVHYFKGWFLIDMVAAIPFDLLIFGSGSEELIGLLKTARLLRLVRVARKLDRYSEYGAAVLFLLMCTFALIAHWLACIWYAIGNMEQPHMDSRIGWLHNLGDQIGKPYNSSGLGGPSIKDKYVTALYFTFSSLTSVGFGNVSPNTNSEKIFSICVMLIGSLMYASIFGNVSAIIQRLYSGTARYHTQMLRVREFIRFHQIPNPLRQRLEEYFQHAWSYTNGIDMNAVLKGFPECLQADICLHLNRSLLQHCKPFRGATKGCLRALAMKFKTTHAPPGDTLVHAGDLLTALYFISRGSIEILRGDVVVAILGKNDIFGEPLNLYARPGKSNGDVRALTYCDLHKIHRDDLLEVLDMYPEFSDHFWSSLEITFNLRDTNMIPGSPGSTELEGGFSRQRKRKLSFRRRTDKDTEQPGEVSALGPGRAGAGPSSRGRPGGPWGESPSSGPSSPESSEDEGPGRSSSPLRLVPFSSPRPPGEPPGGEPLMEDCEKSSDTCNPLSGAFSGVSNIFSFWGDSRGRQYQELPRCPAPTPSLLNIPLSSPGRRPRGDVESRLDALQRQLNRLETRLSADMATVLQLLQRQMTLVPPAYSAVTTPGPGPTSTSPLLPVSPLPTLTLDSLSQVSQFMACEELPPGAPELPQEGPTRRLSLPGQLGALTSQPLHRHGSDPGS
Dyrk1A ADPGlo: Dyrk1A (rat) kinase inhibition | ADP-Glo luminescence, NFATc1 peptide | AID 504441 | inhibition, % at 12.5 µM | Q63470 | 310,000 compounds, 0.43% hits; in the data active means inhibition above about 50%;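 further: plate controls were vehicle with enzyme for no effect and no enzyme for full effect; many of its hits are not listed in these tables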
HDAC3 inhib: human HDAC3 inhibition; O15379; recombinant HDAC3, fluorogenic peptide/trypsin coupled, fluorescence; inhibition, % at 8.3 µM; 320,000 compounds, 0.15% hits; AID 2718; in the data active means inhibition above about 26%, passing the limit was not always enough; inconclusive means no clear call, values can overlap the other calls
KCNQ1 pot: human KCNQ1 channel potentiation or activation | B-score at 10 µM | AID 2648 | 310,000 compounds, 0.35% hits | CHO-K1 KCNQ1, thallium flux FluxOR fluorescence; active compounds read high | P51787;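 active means fluorescence ratio B-score, a plate-corrected score, at least three library SD, with initial intensity B-score within 5 SD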
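Test system: CHO-K1 cells stably expressing KCNQ1 / Medium: assay buffer / Also added: depolarizing K+/Tl+ stimulus, K2SO4 and Tl2SO4 each 12.5 mM in 5x stock / Incubation: 90 min dye loading and 20 min compound exposure, both at room temperature / Signal: thallium influx via FluxOR fluorescence, kinetic imaging / Evaluation: B score of baseline-normalized fluorescence ratio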
KCNK9 block: blocks the human KCNK9 two-pore domain potassium channel; Q9NPC2; HEK293 KCNK9, FluxOR thallium flux fluorescence; active compounds read low; B-score at 10 µM; 310,000 compounds, 1.2% hits; AID 488922;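 active means ratio B-score over 3 SD below the library mean, with starting fluorescence within 5 SD of its mean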;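 further: negative B-score means less thallium flux so channel inhibition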
GSK3 alpha inh: blocks human GSK-3 alpha kinase. P49840. ADP-Glo luminescence, 60 min. inhibition, % at 10 µM. 320,000 compounds, 0.1% hits. AID 2650;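 in the data active means inhibition above about 50%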;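 further: GST-tagged GSK-3 alpha with peptide substrate and 25 µM ATP; 0% = DMSO neutral wells and 100% = GW8510 positive control wells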
* marks the source's active call; other numbers are inactive results; i = inactive; ? = inconclusive; nt = not tested or not shown. Some of the compounds tested; count on the stated rates, not on these rows.

SMILES	KCNQ1 inh	RGS4 act	GSK3beta inhib	KCNK3 inh	PolyA inh	hERG rescue	Dyrk1A ADPGlo	HDAC3 inhib	KCNQ1 pot	KCNK9 block	GSK3 alpha inh
COC(=O)C1=CNC=C(C(=O)OC)C1c1ccc(C(=O)OC)cc1	i	i	0	i	i	-3	0	1	i	i	-4
CC1Nc2ncnc(N3CCN(c4ccccc4)CC3)c2N(Cc2ccc(Cl)cc2)C1=O (configuration not stated)	i	i	-2	i	i	-16	15	2	i	i	-2
COc1cc([N+](=O)[O-])cc2sc(NC(C)=O)nc12	i	i	3	i	i	-12	-2	-1	i	i	-3
COC(=O)c1ccc(Oc2nc(SC)nc(N(C)C)n2)cc1	i	i	-1	i	i	-5	nt	0	i	i	0
N#CCCN1CCN(S(=O)(=O)c2ccc(S(=O)(=O)N3CCCCCC3)cc2)CC1	i	i	-3	i	i	-4	-6	-5	i	i	-3
COc1ccc(N2CC(C(=O)N[C@@H](C)C(=O)N3CCCCC3)CC2=O)cc1 (some centres not stated)	i	i	1	i	i	-6	-1	0	i	i	-3
COc1cccc(CC2(CO)CCN(Cc3ccc4cccc(F)c4n3)CC2)c1	i	i	1	i	i	-19	nt	-4	i	i	1
Cc1ccc(N(C(=O)C(F)(F)F)C(C(=O)NC2CCCCC2)c2cccs2)cc1C (configuration not stated)	i	i	0	i	i	-1	-12	2	i	i	-4
Cc1cc(NC(=O)CSc2ccc3nnc(CCNS(=O)(=O)c4ccccc4)n3n2)no1	i	i	-5	i	i	-12	0	1	i	i	1
COc1ccc(S(=O)(=O)N2CCN(CCO)CC2)cc1-c1nnc2c3ccccc3c(C)nn12	i	i	-4	i	i	-4	1	-3	i	i	0
COc1ccc(CCNC(=O)c2ccc(Cl)c(S(=O)(=O)N(C)c3ccccc3)c2)cc1	i	i	-1	i	i	-8	-1	1	i	i	-1
Cc1cc(C)nc(N2CCC(C(=O)Nc3nnc(C)s3)CC2)n1	i	i	-2	i	i	-6	-10	6	i	i	nt
O=C(C1CCCN1S(=O)(=O)c1ccc(Br)cc1)N1CCOCC1 (configuration not stated)	i	i	3	i	i	-1	0	-9	i	i	-1
COC(=O)c1cc(CSc2nnc(-c3ccccc3)c(-c3ccccc3)n2)oc1C	i	i	-3	i	i	-8	4	-3	i	i	nt
Cc1ccc(C2C(C#N)=C(N)OC3=C2C(=O)CCC3)s1 (configuration not stated)	i	i	2	i	i	-5	-1	-2	i	i	-4
COc1ccc(OC)c(N/C(=N/c2nc(C)cc(C)n2)NC(C)=O)c1	i	i	-19	i	i	-8	nt	-5	i	i	-1
NS(=O)(=O)c1ccc(CCNC(=O)COC(=O)/C=C/c2ccc(Cl)cc2)cc1	i	i	-1	i	i	-19	-2	4	i	i	0
Clc1cccc(CSc2nnc([C@@H]3CCCN3)o2)c1	i	i	-6	i	i	-7	1	0	i	i	-1
COc1ccc(/C=N/N2CCOCC2)cc1OCc1ccccc1	i	i	1	i	i	-6	10	-1	i	i	-2
O=C(c1ccc(CNS(=O)(=O)c2cccc(Cl)c2)cc1)N1CCCCC1	i	i	-1	i	i	-4	-7	3	i	i	1
CCOC(=O)N1CCC(N2Cc3cccc(C(=O)Nc4ccc(OCC)cc4)c3C2=O)CC1	i	i	3	i	i	-10	6	-13	i	i	-2
C/C(=N/NC(=O)c1ccncc1)c1ccc2c(c1)OCO2	i	i	2	i	i	1	-6	?	i	i	3
Cc1c(Cl)cccc1NC(=O)CN1CCC(C(O)(c2ccccc2)c2ccccc2)CC1	11*	i	1	i	i	-14	0	-1	i	i	-2
COc1cc(OC)c(NC(C)C(=O)NCc2ccccc2)cc1Cl (configuration not stated)	i	i	-2	i	i	-5	-4	0	i	i	2
S=c1[nH]nc(-c2cccnc2)n1/N=C/C(Cl)=C\c1ccccc1	i	i	1	i	i	-9	1	nt	i	i	nt
SMILES	KCNQ1 inh	RGS4 act	GSK3beta inhib	KCNK3 inh	PolyA inh	hERG rescue	Dyrk1A ADPGlo	HDAC3 inhib	KCNQ1 pot	KCNK9 block	GSK3 alpha inh
Cc1ccccc1C(=O)Nc1ccc(-c2nnc(SC(C)C(=O)O)n2C)cc1 (configuration not stated)	i	i	2	i	i	-8	-5	4	i	i	-2
CCCCCCCCCCCCOC1OC(CO)C(O)C(O)C1NC(C)=O (configuration not stated)	i	i	3	i	i	-9	1	2	i	i	-3
CC(C)(C)c1nc2ccccc2[nH]1	i	i	-2	i	i	-3	1	-9	i	i	-26
CC(C(=O)Nc1ccc(F)c(F)c1F)N(C)CCOc1ccccc1 (configuration not stated)	i	i	2	i	i	-9	1	8	i	i	-2
CCCC(=O)Nc1ccc(Cl)c(NC(=S)NC(=O)C(C)C)c1	i	i	0	i	i	-8	39	11	i	i	-1
COc1ccccc1NC(=O)CN1C(=O)COc2ccc(S(=O)(=O)N3CCCCCC3)cc21	i	i	0	i	i	-10	-5	-6	i	i	-1
COc1ccc(CNC(=O)c2ccccc2SC)cc1	i	i	-2	i	i	-9	1	2	i	i	-1
OC(CN1CCCCC1)CN1CCCCC1	i	i	1	i	i	-9	-5	-1	i	i	0
Cc1ccc(S(=O)(=O)NC(=O)NC(C)(C)C)cc1	i	i	2	i	i	-9	-8	2	i	i	-1
COc1ccc(/C=N/NC(=O)c2ccco2)cc1Cn1nc(C)cc1C	i	i	0	i	i	-6	-5	22	i	i	-1
O=C(c1ccc(Cl)c(S(=O)(=O)N2CCCCC2)c1)N1CCCCCC1	i	i	1	i	i	-11	3	1	i	i	-4
CC(C)C(OC(=O)c1cccs1)C(=O)NCc1ccccc1 (configuration not stated)	i	i	-1	i	i	-4	7	3	i	i	-1
COc1ccc(S(=O)(=O)N(C)c2ccc(C(=O)NCc3ccccn3)cc2)cc1OC	i	i	-3	i	i	-9	-1	3	i	i	-1
CC(C)(C)NC(=O)CN(C(=O)CCC(=O)Nc1nccs1)c1ccc2c(c1)OCCO2	i	i	2	i	i	-3	5	-4	i	i	2
CCOc1ccc(NC(=S)NCc2ccc3[nH]c(C)cc3c2)cc1	i	i	2	i	i	-16	-2	-2	i	i	1
CC1(C)CC(N=C2C([N+](=O)[O-])=CC=C3C2=NC2(CCCCC2)N3O)CC(C)(C)N1	i	i	-1	i	i	-1	2	7	i	i	0
O=C(NCCNCCO)C1(C(F)(F)F)C/C(=C\Cc2ccccc2)CCCO1 (configuration not stated)	i	i	1	i	nt	-8	-1	6	i	i	1
Cc1ccc(NC(=O)c2cc(C)no2)cc1	i	i	-2	i	i	-3	1	-4	i	i	0
CCOC(=O)N1CCC(NC(=O)CSCc2nc(-c3ccc(OCC)cc3)oc2C)CC1	i	i	3	i	i	-7	nt	0	i	i	-1
CC(=O)NC(Cc1ccc(F)c(F)c1)C(=O)NC1CCN(C(=O)c2ccc(C)cc2)CC1 (configuration not stated)	i	i	-2	i	i	-10	-3	-2	i	i	7
O=C(NCc1cccnc1)c1ccccc1Br	i	i	0	i	i	-10	-5	2	i	i	-5
O=C(CSc1ncnc2c1oc1ccccc12)Nc1ccc2c(c1)OCCO2	i	i	-4	i	i	-14	0	1	i	i	-1
O=C(COC(=O)c1ccccc1S(=O)(=O)N1CCCCC1)NCC(F)(F)F	i	i	5	i	i	-5	-3	-2	i	i	0
CSc1nnc(SCC2=NNC(=O)SC2)s1	i	i	0	i	i	-7	-7	5	i	i	-3
Cc1ccc2c(c1)SC1=NC(c3ccccc3)(C(F)(F)F)NC(=O)N12 (configuration not stated)	i	i	-2	nt	i	-11	nt	-3	i	i	-6
SMILES	KCNQ1 inh	RGS4 act	GSK3beta inhib	KCNK3 inh	PolyA inh	hERG rescue	Dyrk1A ADPGlo	HDAC3 inhib	KCNQ1 pot	KCNK9 block	GSK3 alpha inh
COc1ccc(/C=C(\NC(=O)c2cccs2)C(=O)NN)cc1OC	i	i	-2	i	i	-4	1	8	i	i	-2
CC(C)(C)CC(=O)NCCc1csc(-c2ccccc2)n1	i	i	1	i	i	-9	1	-1	i	i	-1
Cc1c(NC(=O)OCCNC(=O)Nc2ccccc2)sc(=S)n1C	i	i	6	i	i	-9	-1	?	i	i	-1
CCc1ccccc1NS(=O)(=O)c1ccc2c(c1)C(C)(C)C(=O)N2C	i	i	0	i	i	-4	-4	nt	i	i	nt
Cc1cccc(N(Cc2cc3ccccc3[nH]c2=O)C(=O)c2ccco2)c1C	i	i	-2	i	i	-5	-4	1	i	i	-2
O=C1CNC(=O)N1c1ccc(Cl)cc1	i	i	3	i	i	-6	4	4	i	i	-2
CCCS(=O)(=O)N1CCN(Cc2ccncc2)CC1	i	i	1	i	i	-9	-6	0	i	i	-3
Cc1cc(NC(=O)CSc2nc3cc(Cl)ccc3o2)no1	i	i	1	i	i	-7	1	1	i	i	0
Cn1c(CC(=O)NCCO)c(Sc2ccccc2)c2ccccc21	i	i	2	i	i	-9	-4	-1	i	i	1
COc1ccc(/C=N/NC(=O)CNc2ccc(Br)cc2)c(C(=O)O)c1OC	i	i	-1	i	i	2	3	3	i	i	5
O=C(C1CCCCC1)N1CCC(n2nnc3ccccc32)CC1	i	i	0	i	i	-16	7	-2	i	i	1
COc1ccccc1-c1nnc(SCC(=O)N2CCOCC2)o1	i	i	0	i	i	-6	12	0	i	i	0
Cc1ccc(S(=O)(=O)NC(C(=O)N2CCOCCOCCOCCOCC2)C(C)C)cc1 (configuration not stated)	i	i	0	i	i	-6	4	0	i	i	0
Cc1cccc(NS(=O)(=O)c2cc(C(=O)NCc3ccccn3)ccc2C)c1	i	i	3	i	i	-11	10	12	i	i	-3
CCc1ccc(NC(=O)[C@H](C)NC(=O)C2CCN(C(=O)[C@@H](N)CC(C)C)CC2)cc1	i	i	1	i	nt	-8	-1	1	i	i	0
COc1ccccc1CN1CCNC(=O)C1CC(=O)NCCCn1cccn1 (configuration not stated)	i	i	-2	i	i	-10	-42	-1	i	i	-3
CC(Sc1nccn1C)C(=O)Nc1ccc(C(N)=O)cc1 (configuration not stated)	i	i	0	i	i	-6	2	nt	i	i	nt
CCOc1ccc(C(CC(=O)O)NC(=O)C23CC4CC(CC(C4)C2)C3)cc1OC (configuration not stated)	i	i	2	i	i	0	-7	3	i	i	-5
